High-throughput results as filed in PubChem.
BH1578 lux ind – quorum light induction in luxS cqsA deficient V. cholerae. V. cholerae BH1578 lux reporter, luminescence, 6 h. activation, % at 18.7 µM. 0.16% of 350,000 active; in the data active = activation mostly above about 9.7%, no sharp cut-off; also: not every result past the cut was called active; inactives centre near 0; reference of the scale not given here
Rv3671c protease – inhibitors of M. tuberculosis serine protease Rv3671c. P9WHR9. inhibition, % at 5.96 µM. 0.048% of 320,000 active; in the data active = inhibition above about 38%;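 also: extracellular domain of Rv3671c used as enzyme; 0% = enzyme with DMSO and 100% = no enzyme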
Target sequence (P9WHR9 whole entry, looked up, the tested form may be a part): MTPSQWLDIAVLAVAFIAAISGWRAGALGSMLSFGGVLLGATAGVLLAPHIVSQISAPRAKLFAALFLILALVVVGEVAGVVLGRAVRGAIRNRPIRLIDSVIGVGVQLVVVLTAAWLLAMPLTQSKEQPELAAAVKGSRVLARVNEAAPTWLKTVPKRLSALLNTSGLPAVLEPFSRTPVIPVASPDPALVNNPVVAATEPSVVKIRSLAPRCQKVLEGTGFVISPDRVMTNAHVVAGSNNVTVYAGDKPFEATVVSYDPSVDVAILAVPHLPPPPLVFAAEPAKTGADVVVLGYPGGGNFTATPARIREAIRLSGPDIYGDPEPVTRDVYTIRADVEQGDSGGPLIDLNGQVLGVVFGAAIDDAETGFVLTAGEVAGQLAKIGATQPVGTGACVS
3CLpro inhibitor – SARS-CoV 3CLpro protease inhibition | AID 1706 | 0.14% of 290,000 active | P0C6X7 | recombinant SARS-CoV 3CLpro, quenched FRET peptide cleavage | inhibition, % at 6 µM; in the data active = inhibition above about 12%
GDH-TPI inh – GDH-TPI coupled enzyme inhibition counter-screen. 1.2% of 360,000 active. inhibition, % at 4.8 µM. AID 588335. GDH-TPI coupled enzyme counterscreen, NADH absorbance; in the data active = inhibition above about 30%;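 also: 0% = DMSO wells and 100% = wells lacking the enzyme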
DUSP3 inh – DUSP3 (human) phosphatase inhibition; P51452; recombinant VHR phosphatase, pNPP absorbance; inhibition, % at 13.3 µM; 0.52% of 290,000 active; AID 1654; in the data active = inhibition above about 50%; also: some compounds called inactive have numbers as strong as hits
Target sequence (P51452 whole entry, looked up): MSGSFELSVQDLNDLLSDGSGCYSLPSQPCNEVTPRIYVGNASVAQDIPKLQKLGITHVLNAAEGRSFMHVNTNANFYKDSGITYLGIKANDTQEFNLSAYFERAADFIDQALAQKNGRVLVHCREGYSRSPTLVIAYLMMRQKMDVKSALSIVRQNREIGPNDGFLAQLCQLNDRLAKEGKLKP
BioA inh – BioA (M. tuberculosis) enzyme inhibition | purified M. tuberculosis BioA enzyme, plate reader | inhibition, % at 9.99 µM | 0.096% of 360,000 active; in the data active = inhibition above about 40%
Mtb FBA inh – inhibitors of M. tuberculosis fructose-bisphosphate aldolase. P9WQA3. 2.3% of 360,000 active. inhibition, % at 1 µM. purified M. tuberculosis FBA, fluorescence read-out; in the data active = inhibition above about 27%;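 also: 0% = vehicle and 100% = reference inhibitor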
Target sequence (P9WQA3 whole entry, looked up): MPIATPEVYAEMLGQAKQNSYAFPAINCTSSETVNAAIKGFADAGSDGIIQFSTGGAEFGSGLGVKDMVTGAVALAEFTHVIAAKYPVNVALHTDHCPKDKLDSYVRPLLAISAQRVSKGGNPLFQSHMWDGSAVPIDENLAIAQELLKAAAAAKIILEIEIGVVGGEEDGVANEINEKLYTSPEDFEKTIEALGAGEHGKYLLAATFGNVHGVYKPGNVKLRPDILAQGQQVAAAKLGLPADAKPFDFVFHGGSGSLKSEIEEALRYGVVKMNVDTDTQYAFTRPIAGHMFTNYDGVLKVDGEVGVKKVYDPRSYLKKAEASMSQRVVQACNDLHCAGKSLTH
Mtb UGM inh – Mtb UDP-galactopyranose mutase inhibition | P9WIQ1 | purified UGM, fluorescence polarization probe displacement | inhibition, % at 10 µM | 0.06% of 320,000 active | AID 504406; in the data active = inhibition above about 10%, passing the limit was not always enough
MazEF act – MazEF (E. coli) toxin RNase activation | 0.32% of 350,000 active | P0AE70 | AID 504720 | FAM/BHQ RNA-DNA oligo cleavage fluorescence, 5 h | activation, % at 20 µM; in the data active = activation above about 50%
Target sequence (P0AE70 whole entry, looked up): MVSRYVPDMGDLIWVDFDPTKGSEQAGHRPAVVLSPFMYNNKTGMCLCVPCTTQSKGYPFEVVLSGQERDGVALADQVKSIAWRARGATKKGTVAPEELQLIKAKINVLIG
SSB-PriA inh – K. pneumoniae PriA-SSBct interaction inhibition; AID 1272365; 0.6% of 430,000 active; inhibition, % at 33 µM; AlphaScreen SSBct-PriA binding, biotinylated peptide; in the data active = inhibition mostly above about 37%, no sharp cut-off; inactive = mostly below about 20%;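 also: plate controls were negative control peptide for no effect and reference peptide for full effect; strong numbers were not always called active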
An asterisk follows results filed as active; i = inactive; . = no result given. An excerpt; count on the stated rates, not on these rows.

SMILES | BH1578 lux ind | Rv3671c protease | 3CLpro inhibitor | GDH-TPI inh | DUSP3 inh | BioA inh | Mtb FBA inh | Mtb UGM inh | MazEF act | SSB-PriA inh
Cc1ccccc1OCC(=O)NNC(=O)C1CCN(c2ncnc3sc(C)c(C)c23)CC1 | i | -4.5 | . | 7.9 | . | . | 1.2 | 2.7 | -1.1 | -11.3
COc1ccc(CCNC(=O)Cn2cccc2C(=O)c2ccccc2C)cc1OC | -0.1 | 1.3 | 1.4 | 7.8 | -0.2 | . | 5.5 | -0.3 | -1.1 | 3.8
COC(=O)N1CCc2c(sc(NC(=O)C3COc4ccccc4O3)c2C(N)=O)C1 (centres undefined) | 0.5 | -41.2 | . | -6.0 | . | 1.7 | 0.9 | -2.9 | 7.2 | -1.7
Cc1noc(C)c1C(=O)OCC(=O)Nc1ncc(C(F)(F)F)cc1Cl | i | -0.2 | . | -4.0 | . | -1.4 | 0.8 | 4.8 | 2.1 | 6.8
Cc1onc(-c2c(F)cccc2Cl)c1C(=O)OCC(=O)c1c[nH]c2ccccc12 | i | -21.1 | 7.9 | 7.5 | 18.8 | -1.5 | 1.2 | 0.8 | 6.2 | -5.6
CCOc1ccc(N=C2NC(=O)S/C2=C\c2ccc(Cl)cc2)cc1 | -0.4 | -4.0 | 1.6 | 3.4 | 2.6 | . | -1.9 | 1.6 | -10.3 | -2.4
O=C(NCc1ccc(F)cc1)c1cc2c(cc1Cl)N1CCCCCC1=NS2(=O)=O | i | 1.6 | . | 18.6 | . | -5.6 | 6.3 | -1.5 | 2.5 | -15.2
CCCCN(C(=O)c1cccc(S(=O)(=O)N(CC)c2ccccc2)c1)c1c(N)n(CCCC)c(=O)[nH]c1=O | i | . | . | 5.6 | . | -0.4 | 3.6 | . | -3.1 | -9.9
N#CC(C#N)=Cc1ccc(O)c(O)c1 | -0.3 | -3.6 | . | 23.3 | . | -1.1 | 0.8 | -2.5 | -0.6 | -2.8
O=C(c1cccc(S(=O)(=O)N2CCCC2)c1)c1cccc(S(=O)(=O)N2CCCC2)c1 | i | 4.9 | 3.8 | 9.3 | 25.8 | 2.9 | -0.1 | -1.0 | -2.0 | -16.6
COc1ccc(C(=O)N2CCN(Cc3cc(OC)c(O)c(OC)c3)CC2)cc1OC | -1.8 | 2.5 | -0.3 | 5.6 | -11.6 | 2.0 | 0.8 | -0.8 | 2.8 | -2.1
COCCNC(=O)C1CC(c2ccc(C(F)(F)F)cc2)=NO1 (centres undefined) | i | 9.5 | . | 8.6 | . | -1.9 | -0.1 | 1.6 | -6.2 | -10.0
CCOc1ccc2nc(SCC(=O)Nc3ncccn3)[nH]c2c1 | i | 3.7 | 2.1 | 6.0 | -18.5 | -0.1 | 3.3 | 0.0 | 1.6 | 1.5
CCC(C)c1ccc(NC(=O)C2=CC=CN3CCS(=O)(=O)N=C23)cc1 (centres undefined) | i | -5.0 | . | 26.4 | . | 4.1 | 0.5 | 1.3 | 4.9 | -2.8
CC(=O)NC1=C(N2CC2C)C(=O)C(NC(C)=O)=C(N2CC2C)C1=O (centres undefined) | 0.8 | . | . | 32.3* | . | -0.7 | -3.5 | . | -0.3 | 0.3
O=C(Nc1ccc(Oc2ccccc2)cc1)c1cnc2n(c1=O)CCS2 | 0.0 | -2.0 | -3.2 | 5.2 | 16.6 | -0.3 | 1.7 | 2.9 | 11.1 | 2.5
COc1ccc([C@H]2C[C@@H](O)[C@H](n3cc(COC(=O)c4ccccc4)nn3)CN2C(=O)C2CCCCC2)cc1 | -0.4 | . | . | -3.8 | . | 0.8 | -0.2 | . | 9.1 | .
O=C(NNc1cccc(Cl)n1)Nc1ccc(Cl)cc1 | 0.3 | 9.2 | 1.2 | 0.9 | 0.0 | . | -0.2 | -1.1 | -1.6 | -7.4
CCCNC(=O)CSc1nnc(NC(=O)C2CC(=O)N(c3ccccc3OC)C2)s1 (centres undefined) | -0.2 | . | . | -0.9 | . | -1.6 | 0.0 | . | 5.6 | .
N#Cc1ccc(-c2ccc(OCC3CNC(=O)O3)cc2)cc1 (centres undefined) | i | 3.0 | -0.6 | 0.0 | 12.6 | 0.6 | 43.8* | -0.1 | -0.4 | -7.7

Ordered by molecular weight (ascending): seven of the compounds above.
SMILES | BH1578 lux ind | Rv3671c protease | 3CLpro inhibitor | GDH-TPI inh | DUSP3 inh | BioA inh | Mtb FBA inh | Mtb UGM inh | MazEF act | SSB-PriA inh
N#Cc1ccc(-c2ccc(OCC3CNC(=O)O3)cc2)cc1 (centres undefined) | i | 3.0 | -0.6 | 0.0 | 12.6 | 0.6 | 43.8* | -0.1 | -0.4 | -7.7
O=C(NNc1cccc(Cl)n1)Nc1ccc(Cl)cc1 | 0.3 | 9.2 | 1.2 | 0.9 | 0.0 | . | -0.2 | -1.1 | -1.6 | -7.4
CCC(C)c1ccc(NC(=O)C2=CC=CN3CCS(=O)(=O)N=C23)cc1 (centres undefined) | i | -5.0 | . | 26.4 | . | 4.1 | 0.5 | 1.3 | 4.9 | -2.8
O=C(Nc1ccc(Oc2ccccc2)cc1)c1cnc2n(c1=O)CCS2 | 0.0 | -2.0 | -3.2 | 5.2 | 16.6 | -0.3 | 1.7 | 2.9 | 11.1 | 2.5
Cc1noc(C)c1C(=O)OCC(=O)Nc1ncc(C(F)(F)F)cc1Cl | i | -0.2 | . | -4.0 | . | -1.4 | 0.8 | 4.8 | 2.1 | 6.8
O=C(c1cccc(S(=O)(=O)N2CCCC2)c1)c1cccc(S(=O)(=O)N2CCCC2)c1 | i | 4.9 | 3.8 | 9.3 | 25.8 | 2.9 | -0.1 | -1.0 | -2.0 | -16.6
COc1ccc([C@H]2C[C@@H](O)[C@H](n3cc(COC(=O)c4ccccc4)nn3)CN2C(=O)C2CCCCC2)cc1 | -0.4 | . | . | -3.8 | . | 0.8 | -0.2 | . | 9.1 | .

Next structures follow:
SMILES | BH1578 lux ind | Rv3671c protease | 3CLpro inhibitor | GDH-TPI inh | DUSP3 inh | BioA inh | Mtb FBA inh | Mtb UGM inh | MazEF act | SSB-PriA inh
CNc1nc(NCc2ccc(C)cc2C)c2sccc2n1 | i | . | . | 16.1 | . | 0.1 | 3.8 | . | . | .
CC#CC[N+](C)(C)CCCCCC | -0.5 | 6.8 | 2.6 | 1.9 | -8.5 | . | 2.8 | 2.1 | 4.7 | -9.7
COc1ccccc1N1CCN(C(CNC(=O)C2CCCCC2)c2cccnc2)CC1 (centres undefined) | -0.4 | 11.3 | 2.5 | -0.7 | 15.6 | 0.1 | 1.4 | 4.2 | -1.3 | 2.5
Cc1ccc(OC(C)C(=O)N2CCc3ccccc32)c([N+](=O)[O-])n1 (centres undefined) | i | . | . | 10.6 | . | 5.6 | 1.2 | . | 3.5 | .
COC(=O)c1ccc(CN(C)S(=O)(=O)c2ccc(C)cc2)o1 | i | 2.7 | . | 3.9 | 20.9 | 0.5 | -0.4 | 0.5 | 6.5 | -9.4
COc1ccc(CNC(=O)C2CCN(S(=O)(=O)c3cccc4nsnc34)CC2)cc1 | -0.4 | -4.5 | 4.4 | 7.4 | 3.7 | -1.8 | -1.7 | 2.7 | 5.6 | -10.7
COc1ccc(NC(=O)c2cc(Br)ccc2Cl)c([N+](=O)[O-])c1 | -0.2 | -13.8 | 2.4 | 0.3 | -15.4 | . | -1.3 | -2.9 | 5.6 | -1.2
CCC(=O)NC(c1ccco1)c1cc(Cl)c2cccnc2c1OC (centres undefined) | i | -6.9 | . | -4.3 | . | -1.1 | 0.5 | 3.9 | 5.6 | 0.9
O=C(N/N=C/c1ccc(OCc2cnc(Cl)s2)cc1)c1ccncc1 | i | 5.6 | 0.7 | 7.9 | 21.6 | . | -2.2 | -4.9 | 8.5 | .
CCC(C)c1ccc(O)c(NC(=O)c2cncc(Br)c2)c1 (centres undefined) | -6.2 | -11.3 | 3.7 | 7.9 | 1.8 | . | 0.3 | 0.9 | -8.4 | 7.5
O=C(NCCN1CCOCC1)C1CCC(=O)N1C1CCCCC1 (centres undefined) | -0.7 | 0.4 | -4.1 | 6.7 | 5.4 | 0.0 | 0.7 | -1.0 | 4.1 | -2.6
Cc1cc(C)nc(NC(=O)/C=C/c2ccc(Cl)cc2)n1 | i | 8.9 | 0.1 | 10.3 | 17.9 | 0.2 | 1.5 | 1.7 | 0.8 | -14.6
Cc1ccc(C(=O)OCC(=O)N2c3ccccc3NC(=O)C2(C)C)cc1S(=O)(=O)N1CCCCC1 | -0.8 | 1.1 | . | 6.2 | . | -3.9 | -2.0 | -0.9 | 25.4 | -7.9
N#Cc1c(NC(=O)CSc2n[nH]c(N)n2)oc(-c2ccccc2)c1-c1ccccc1 | -3.4 | 4.7 | 7.0 | 14.3 | 6.4 | -0.6 | 2.7 | -1.3 | -0.9 | 21.7
CC1CN(c2ccc([N+](=O)[O-])cn2)CC(C)O1 (centres undefined) | -0.5 | -0.6 | -4.4 | 1.6 | 9.1 | . | -0.4 | -1.9 | 11.4 | 9.9
CCC(=O)N(C)C(c1ccccc1Cl)c1nnnn1-c1c(C)cccc1C (centres undefined) | i | 8.7 | -0.1 | -7.5 | 26.9 | -2.2 | 0.2 | -1.5 | 7.5 | -21.2
CC1(C)SC2c3ccccc3C(=O)N2C1C(=O)O (centres undefined) | i | . | . | -1.7 | . | . | -0.5 | . | 2.6 | -12.6
COc1ccc(N2CCN(CC(O)c3c[nH]c4ccc(OC)cc34)CC2C)cc1 (centres undefined) | -0.5 | 5.4 | -7.2 | 5.8 | 17.8 | 0.6 | 0.5 | 7.8 | 6.9 | 28.4
COc1ccc(CC(=O)NNC(=O)CSc2nnc(C)n2-c2ccccc2)cc1 | -3.1 | -12.0 | 2.9 | -2.5 | 8.1 | 2.9 | 3.2 | 3.2 | 3.2 | -17.2
Cc1ccc2c(Cl)c(C(=O)NCc3cccnc3)sc2c1 | i | -5.8 | 7.4 | 0.0 | 2.7 | 4.7 | 0.5 | 1.7 | -3.9 | -9.9
COc1c(Cl)cccc1-c1cn2ccc(C)cc2n1 | -0.5 | 5.3 | -2.0 | 0.7 | 3.8 | . | 38.2* | -3.0 | 2.3 | -0.4
COc1cc(C2C3=C(Nc4nc(N)[nH]c(=O)c42)c2ccccc2C3=O)ccc1O (centres undefined) | -0.3 | 5.5 | -1.2 | 10.1 | 15.0 | 2.9 | -1.9 | -2.9 | -5.7 | -6.3
Cc1ccnc(NC(=O)c2cccc3ccccc23)c1 | i | -7.9 | 0.0 | 8.7 | 12.2 | -2.2 | 0.6 | -1.4 | 7.0 | 24.5
CCc1nnc(NC(=O)c2cccc(S(=O)(=O)N(C)c3ccccc3)c2)s1 | -3.3 | 3.8 | -0.8 | 11.3 | 31.8 | . | -7.1 | 0.0 | 4.3 | 8.6
CC(NC(=O)c1ccccc1)C(=O)OCC(=O)c1c(N)n(C)c(=O)n(C)c1=O (centres undefined) | -5.7 | -0.8 | . | -1.8 | . | 0.0 | -1.6 | -2.8 | 6.6 | 1.2
O=C(CSc1nnc(Cc2ccccc2)o1)c1ccc(F)cc1 | i | -2.5 | 5.2 | 6.2 | -15.4 | 0.3 | -1.9 | 2.0 | 7.3 | -20.2
COc1ccc(C2C(C#N)=C(N)Oc3cc(C)[nH]c(=O)c32)cc1OC (centres undefined) | 3.1 | -2.4 | 1.9 | 9.5 | 11.6 | . | -3.0 | 0.7 | -22.9 | -1.6
Cc1ccc(-c2noc(CCC(=O)Nc3ccccc3N3CCN(C)CC3)n2)cc1 | i | -4.3 | 4.2 | 7.6 | 21.3 | 2.2 | 5.4 | 0.5 | 2.9 | 10.3
COc1ccc(OC)c(/C=N\NC(=O)c2ccc(=O)n(C)c2)c1 | -0.3 | -3.8 | -3.1 | 21.9 | -2.5 | -0.3 | 10.7 | 1.7 | 1.8 | .
O=C(Cc1ccccc1)c1ccc(O)cc1O | i | . | . | 38.1* | . | . | 2.8 | . | -6.3 | -6.7
CC(C)CC1NC(=O)c2cccnc2-n2c1nc1cc(F)ccc1c2=O (centres undefined) | -0.4 | . | . | -1.0 | . | 0.1 | -0.4 | . | 11.5 | .
Cc1ccc2c(CN3CC=C(c4ccccc4)CC3)cc(=O)oc2c1C | -0.2 | -3.1 | -2.6 | -0.4 | 4.6 | 12.2 | -3.4 | 0.0 | 6.1 | -12.1
Cc1ccccc1C(=O)Nc1ccccc1-n1cccc1 | -9.2 | -4.0 | -1.8 | -4.5 | 39.2 | -1.5 | -4.6 | -1.8 | -10.6 | -7.5
